High-throughput results as filed in PubChem BioAssay.
miR122 inh: miR-122 inhibition in Huh7 cells | hit rate 0.3% among 340,000 | AID 602342 | activation (reporter increase), % at 12.5 µM | Huh7 miR-122 Renilla luciferase sensor, 48 h; neutral wells = 0, positive control = 100;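 active means mean replicate activation score at least 90 and every replicate individually at or above 90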;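 further: higher luciferase means less miR-122 activity so hits act as miR-122 inhibitors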
Statin myotox sup: suppression of simvastatin myotoxicity; hit rate 0.78% among 330,000; rescue of ATP level, % at 7.49 µM; C2C12 myotubes + simvastatin, ATP luminescence, 48 h; scaled: DMSO 0, geranylgeraniol control 100;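 active means mean ATP rescue above about 67%, or every replicate alone reaching that limit, limit read from the data, passing the limit was not always enough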;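 further: myotubes were challenged with 10 µM simvastatin during compound exposure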
Cneo AK release: Cryptococcus neoformans lysis via adenylate kinase release; C. neoformans lysis, adenylate kinase release luminescence, 4 h; normalised: neutral wells 0, clomiphene wells 100; lysis activity, % at 15 µM; hit rate 0.2% among 360,000; AID 651654;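 active means mean lysis activity across replicates of at least 80%, whatever share of replicates individually reach that level; inactive means mean lysis activity below 80%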
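Material: C. neoformans cells; Schedule: 4 h static compound exposure, 37 °C, read 1 h post-reagent; Measured by: adenylate kinase release luminescence; Read-out: signal increase indicating cell lysis; Controls: Clomiphene as positive lysis control.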
SIRT5 block: inhibitors of human sirtuin-5 desuccinylase; Q9NXA8; Purified SirT5, succinyl-peptide AMC, trypsin-coupled fluorescence; inhibition, % at 15 µM; hit rate 1.1% among 330,000; in the data active means inhibition above about 15%
Target sequence (Q9NXA8 whole entry, looked up): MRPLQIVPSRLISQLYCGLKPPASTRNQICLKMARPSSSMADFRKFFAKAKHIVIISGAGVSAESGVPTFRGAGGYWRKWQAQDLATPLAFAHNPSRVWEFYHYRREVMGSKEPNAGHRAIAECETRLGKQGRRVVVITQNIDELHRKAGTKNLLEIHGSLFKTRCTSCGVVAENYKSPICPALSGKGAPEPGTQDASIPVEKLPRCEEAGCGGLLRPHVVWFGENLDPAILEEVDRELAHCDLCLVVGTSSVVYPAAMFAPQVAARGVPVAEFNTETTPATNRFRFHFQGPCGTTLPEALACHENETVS
ARNT TACC3 PPI: disrupts binding between human ARNT and TACC3; inhibition, % at 9.99 µM; AlphaScreen His-ARNT PAS-B/GST-TACC3 binding, luminescence; TACC3 fragment carries E629A point mutation; hit rate 0.66% among 390,000; Q9Y6A5;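 active means mean inhibition of replicates at least 50% and at least half of replicates each reaching 50%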;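 further: 0% = complete ARNT plus TACC3 wells and 100% = ARNT alone without TACC3; many hits fall short of the cut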
ERp5 inh: inhibitors of human ERp5 | ERp5 insulin aggregation, absorbance 650 nm, 90 min | Q15084 | inhibition, % at 9.99 µM | hit rate 0.05% among 350,000;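 active means mean replicate inhibition above about 25%, with every replicate also reaching it, limit read from the data, passing the limit was not always enough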
Target sequence (Q15084 whole entry, looked up): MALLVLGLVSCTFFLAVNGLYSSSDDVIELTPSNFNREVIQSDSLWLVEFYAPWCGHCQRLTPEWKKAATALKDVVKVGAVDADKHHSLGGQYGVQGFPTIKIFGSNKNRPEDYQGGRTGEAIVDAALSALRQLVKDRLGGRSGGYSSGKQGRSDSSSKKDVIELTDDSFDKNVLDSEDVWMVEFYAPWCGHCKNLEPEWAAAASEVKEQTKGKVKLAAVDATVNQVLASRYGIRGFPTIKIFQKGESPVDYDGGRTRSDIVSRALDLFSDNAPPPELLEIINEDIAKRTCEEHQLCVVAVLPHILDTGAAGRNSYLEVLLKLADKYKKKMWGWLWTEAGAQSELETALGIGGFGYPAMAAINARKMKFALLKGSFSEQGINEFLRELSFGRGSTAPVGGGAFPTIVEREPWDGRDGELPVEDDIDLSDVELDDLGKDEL
esBAF inh: inhibitors of esBAF chromatin remodeling in mouse ES cells; Bmi1-luciferase knock-in reporter, 24 h; 100% = twice the neutral-well signal; reporter increase, % at 12.5 µM; AID 602393; hit rate 2% among 350,000; in the data active means activation above about 40%;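 further: 0% = median of the plate's neutral control wells and 100% = double that signal; a rise in the Bmi1 reporter signal indicates esBAF inhibition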
* hit, by the source's call; · = no result given; [ ] = dose if it differs, or a comment.

SMILES	miR122 inh	Statin myotox sup	Cneo AK release	SIRT5 block	ARNT TACC3 PPI	ERp5 inh	esBAF inh
Clc1cccc(Cl)c1/C=C/c1ccn[nH]1	8	-1	0	-7	10	-1	28
COC(=O)CCC(=O)OC1(C)C(=O)C2=CN(Cc3ccc4c(c3)OCO4)C(c3ccc(OC)cc3)=CC2=C(Br)C1=O (configuration not stated)	-5	14	-1	·	4	·	14
C[C@@H]1CN([C@@H](C)CO)C(=O)c2cc(-c3cccc(F)c3)cnc2O[C@@H]1CN(C)Cc1cccc(F)c1	-2[16.7 µM]	-8	·	·	·	·	-1
CC(C)C(NC(=O)c1cccc(S(=O)(=O)N2CCOCC2)c1)C(=O)NCCc1ccccn1 (configuration not stated)	1	-6	0	·	-2	·	12
CCc1cccc(C)c1N(C(=O)Cn1c(COC)nc2ccccc21)C(C)COC (configuration not stated)	-9	1	4	·	-1	·	7
O=C(Nc1ccccn1)C1(c2ccccc2)CCCC1	-2	4	-1	0	-1	-4	-1
C[C@H]1CN([C@@H](C)CO)S(=O)(=O)c2ccc(/C=C/c3ccccc3)cc2O[C@@H]1CN(C)C(=O)CN1CCOCC1	-24[16.7 µM]	6	-5	2	2	1	0
CCOC(=O)[C@H]1[C@H]2COc3ccc(Br)cc3[C@@H]2N2C(=O)CN(Cc3ccc(F)cc3)C(=O)[C@@]12C	-8	-1	6	0	6	-6	0
O=C(C[C@H]1C[C@H]2c3cc(NC(=O)c4ccc5c(c4)OCO5)ccc3O[C@H]2[C@H](CO)O1)NCc1cccnc1	5[16.7 µM]	7	39	3	-8	-2	1
O=S(=O)(c1cnc(Cl)c(Cl)c1)N1CCc2ccccc21	1	8	-2	0	-4	4	-5
C[C@@H]1CN([C@H](C)CO)C(=O)c2cccc(NS(=O)(=O)c3ccccc3)c2O[C@H]1CN(C)CC1CC1	17[16.7 µM]	-20	2	1	17	-2	3
CC(C)Oc1ccc(S(=O)(=O)N2CCOCC2)cc1NC(=O)CN1C(=O)c2ccccc2C1=O	-2	24	-1	0	-1	10	-4
Cc1ccccc1CNC(=O)CN(c1cccc([N+](=O)[O-])c1)S(C)(=O)=O	-3	0	0	1	-1	3	-2
Cc1cc(C(=O)NC2CCCCC2C)c2ccccc2n1 (configuration not stated)	-6	-1	2	2	4	-1	-2
Cc1ccc(S(=O)(=O)N(C)C[C@H]2Oc3c(NC(=O)Nc4ccc5c(c4)OCO5)cccc3C(=O)N([C@@H](C)CO)C[C@H]2C)cc1	-6[16.7 µM]	41	-3	15*	-22	0	1
CCCCOc1ccc(CN2CCC(O)CC2)cc1	4	0	-3	·	-1	·	15
O=C(Nc1ccc2nc3n(c(=O)c2c1)CCCCC3)C(=O)N1CCN(c2ccccc2F)CC1	-6	-6	-1	0	1	-9	4
O=c1c2ccccc2sn1-c1ccccc1	4	22	-1	·	10	·	-1
CCOC(=O)C1CCCN(C2CC(=O)N(c3ccc(C)c(C)c3)C2=O)C1 (configuration not stated)	0	-3	·	·	-7	·	-10
CC(C)(C)C(=O)NC1CCN(S(C)(=O)=O)CC1	-12	-3	1	3	-4	-2	-1
CC(C)CN(C(=O)CN1CCCCCC1)c1c(N)n(CC(C)C)c(=O)[nH]c1=O	·	·	·	-6	-2	0	·
CCOC(=O)C1CCCN(C(=O)c2cc(-c3ccc(F)cc3)nc3ccccc23)C1 (configuration not stated)	10	-1	-3	3	6	3	5
CN1CCN(C2=C(Cl)C(=O)N(c3ccc(Cl)cc3)C2=O)CC1	4	4	0	·	-3	·	-6
O=S(=O)(c1ccc2c(c1)OCCO2)N1CCN(c2nc3ccccc3s2)CC1	13	29	-2	-1	15	-4	-3
Cc1ccsc1C(=O)OCC(=O)NC1CCCC(C)C1C (configuration not stated)	26	-5	0	·	-3	-2	2

Compound profiles, as listed above. Values in the order: miR122 inh | Statin myotox sup | Cneo AK release | SIRT5 block | ARNT TACC3 PPI | ERp5 inh | esBAF inh
`Clc1cccc(Cl)c1/C=C/c1ccn[nH]1` across the screens: 8 | -1 | 0 | -7 | 10 | -1 | 28
`O=c1c2ccccc2sn1-c1ccccc1` across the screens: 4 | 22 | -1 | · | 10 | · | -1
`O=C(C[C@H]1C[C@H]2c3cc(NC(=O)c4ccc5c(c4)OCO5)ccc3O[C@H]2[C@H](CO)O1)NCc1cccnc1` across the screens: 5[16.7 µM] | 7 | 39 | 3 | -8 | -2 | 1
`CCCCOc1ccc(CN2CCC(O)CC2)cc1` across the screens: 4 | 0 | -3 | · | -1 | · | 15

Following part:
SMILES	miR122 inh	Statin myotox sup	Cneo AK release	SIRT5 block	ARNT TACC3 PPI	ERp5 inh	esBAF inh
COc1cccc(-c2ccc3c(c2)[C@@H]2[C@@H](CCN2C(=O)c2ccccn2)[C@H](CO)N3)c1	0[16.7 µM]	-7	-8	8	3	-6	30
COC(=O)c1sc(NC(=O)COc2ccccc2)nc1C	·	6	-1	·	1	·	-1
Nc1nc(Cl)nc2c1ncn2[C@@H]1O[C@H](CO)[C@@H](O)[C@H]1O	8	-4	3	-4	·	2	2
Cc1ccc(-c2nc3c(c(SCC(=O)N4CCOCC4)n2)COC(C)(C)C3)cc1	-3	-3	0	-2	7	1	13
CCOC(=O)Cc1csc(NC(=O)C(C)(C)C)n1	2	-14	4	·	1	·	15
COCCn1nnnc1C(c1ccc(C(F)(F)F)cc1)N1CCOCC1 (configuration not stated)	-1	·	-3	·	-1	·	·
O=C(Nc1cc([N+](=O)[O-])ccc1N1CCCC1)c1ccccc1	-3	3	2	15	5	1	-4
C[C@H]1CN([C@@H](C)CO)C(=O)c2cc(NC(=O)Nc3ccc(F)cc3)ccc2O[C@@H]1CN(C)C(=O)Nc1cccc2ccccc12	-4[16.7 µM]	-4	-2	-2	3	5	1
Cc1cc(C)c2c(N)c(C(=O)c3cccc(Cl)c3)sc2n1	20	·	-1	0	-8	-1	·
O=C(Nc1nccs1)C1CCCN(S(=O)(=O)c2cccnc2)C1 (configuration not stated)	-3	-4	-4	·	0	-2	-4
CCOc1ncccc1C(=O)OCC(=O)NC1CCCCCC1	-2	1	·	-2	-7	-3	-3
Cc1ccc(C(=O)N/C(=C\c2ccccc2)C(=O)NCCCn2ccnc2)cc1	19	0	·	1	45	5	-10
CSCC[C@H](NC(=O)C1CCC(CNC(=O)[C@@H]2CCCN2C(=O)OC(C)(C)C)CC1)C(=O)O (some centres not stated)	-3	7	2	-8	2	5	-3
CCOC(=O)C1CCCN(c2c(NCCN3CCCCC3CC)c(=O)c2=O)C1 (configuration not stated)	-5	-9	-1	1	-2	5	-10
CN(Cc1nccn1C)C(=O)c1ccc(OC2CCN(CCc3ccccc3)CC2)cc1	·	·	-2	1	-1	-15	·
CCN1CSC(=S)N(Cc2ccccc2)C1	·	15	·	-6	1	0	-7
O=C(Cc1cccs1)Nc1nnc(SCC(=O)N2CCCCC2)s1	0	13	9	·	-4	·	-7
O=C(NCC[C@H]1CC[C@@H](NC(=O)C2CC2)[C@@H](CO)O1)c1cnccn1	·	7	-7	3	-14	8	-5
CO[C@@H]1CN(C)C(=O)c2cc(NC(C)=O)ccc2OC[C@H](C)N(Cc2ccccn2)C[C@H]1C	-4[16.7 µM]	-6	-4	-3	-4	-9	-1
COc1cccc(OC)c1OCCN1CCN(C(=O)c2ccco2)CC1	-7	6	0	·	-2	·	-4
CS(=O)(=O)Nc1ccc2c(c1)[C@H]1C[C@@H](CC(=O)NCCc3ccccc3)O[C@H](CO)[C@H]1O2	-6[16.7 µM]	0	0	0	-8	2	3
Cc1ccc(-n2c(-c3ccncc3)nnc2-c2cccs2)cc1	5	2	1	·	37	·	0
C[C@H](CO)N1C[C@H](C)[C@@H](CN(C)Cc2ccc(Oc3ccccc3)cc2)Oc2ccc(NC(=O)c3ccncc3)cc2C1=O	-23[16.7 µM]	14	-14	-3	-6	8	-4
CCOC(=O)N1CCN(C/C(Cl)=C/c2ccccc2)CC1	-1	-3	-1	0	-3	4	15
O=c1cc(CO)oc(C(Nc2cccc([N+](=O)[O-])c2)c2ccccn2)c1O (configuration not stated)	-6	10	2	-1	31	-1	2
(more compounds)
SMILES	miR122 inh	Statin myotox sup	Cneo AK release	SIRT5 block	ARNT TACC3 PPI	ERp5 inh	esBAF inh
CCn1c(NC(=O)c2cccc(Cn3cc(Cl)cn3)c2)nc2ccccc21	1	-1	0	-5	1	5	11
O=c1ccc2cc(S(=O)(=O)N3CCN(c4ccccc4)CC3)ccc2o1	-8	·	0	·	-3	·	·
C=CC[N+]1(CC(=O)NCc2ccc(NC(C)=O)cc2)CCOCC1	2	5	·	1	7	0	-2
CCOC(=O)c1c(NC(=O)C2CCCN2S(=O)(=O)c2cccc3nsnc23)sc(C)c1C (configuration not stated)	-6	-2	7	-8	2	0	2
Cn1cc(S(=O)(=O)N2CCCC2)cc1C(=O)NCCc1ccccc1	2	-4	-1	2	-3	-1	5
CC(=O)Nc1nc2ccccc2n1CCOc1ccccc1Cl	1	4	-3	·	0	·	2
O=C(C[C@@H]1C[C@H]2c3cc(NC(=O)c4cccnc4)ccc3O[C@H]2[C@H](CO)O1)NCc1ccccc1F	0[16.7 µM]	7	9	-1	-2	-2	-3
Cc1nc(SCc2nc3c(F)cccc3[nH]2)c2oc3ccccc3c2n1	·	-1	3	·	·	0	18
COc1ccccc1-c1cn(CC[C@H]2CC[C@H](NC(=O)C3CC3)[C@H](CO)O2)nn1	·	-3	-4	2	-7	6	14
O=C(c1ccco1)N1CCN(Cc2cccc3ccccc23)CC1	·	3	1	-4	4	-5	0
CCSc1ccccc1C(=O)NCc1ccc(S(N)(=O)=O)cc1	0	-5	·	·	-2	·	-4
O=C1CC(C(=O)Nc2ccccc2C(=O)O)C(c2ccccc2)O1 (configuration not stated)	-6	-17	-2	·	19	·	-7
Cc1ccc(S(=O)(=O)N(C)C)cc1NC(=O)COC(=O)c1ccc(Cl)cc1	-2	-3	0	6	3	0	2
COC(=O)c1ccc(NC(=O)C(=O)c2cn(CC(=O)N3CCOCC3)c3ccccc23)cc1	-4	0	0	-1	-5	1	-4
O=C(Cn1nnc2ccccc21)OCC(=O)c1ccc(F)cc1	-2	-1	2	-3	-3	4	-2
CCC(C)NC(=O)c1ccccc1NC(=O)c1ccccc1N(C)S(C)(=O)=O (configuration not stated)	3	-1	0	·	0	·	1
Cn1cnc([N+](=O)[O-])c1NCc1ccccc1	-6	·	-1	0	·	1	·
O=C(CC1SC(=Nc2cccc3ccccc23)N(Cc2ccccn2)C1=O)Nc1ccccc1Br (configuration not stated)	·	·	·	4	-11	1	·
COc1ccc(C2(O)CCN(CCCCOc3ccccc3)CC2)cc1	-3	1	-1	-10	1	5	-3
COc1ccc(S(=O)(=O)N2CCOCC2)cc1NC(=O)CCCOc1ccc(C(C)=O)cc1	-2	18	2	·	·	3	-1
O=C(c1cccc(Cl)c1)N1CCCC(c2ccc(Cl)cc2)=N1	10	-48	2	-2	-40	0	-2
O=C(c1ccco1)N1CCN(C(=O)C2CCCN(S(=O)(=O)c3cccc4nsnc34)C2)CC1 (configuration not stated)	-1	4	2	·	-2	·	-9
CCS(=O)(=O)NCC[C@@H]1CC[C@@H](NC(=O)Nc2ccccc2)[C@H](CO)O1	·	-10	44	3	6	3	-3
O=C(CCC(=O)N(c1ccccc1)C(C(=O)NC1CCCC1)c1ccncc1)Nc1cccnc1 (configuration not stated)	-10	-8	-1	·	-7	·	1

SIRT5 block: what is marked active above.
SMILES	miR122 inh	SIRT5 block	ARNT TACC3 PPI	ERp5 inh	esBAF inh
Cc1ccc(S(=O)(=O)N(C)C[C@H]2Oc3c(NC(=O)Nc4ccc5c(c4)OCO5)cccc3C(=O)N([C@@H](C)CO)C[C@H]2C)cc1	-6[16.7 µM]	15*	-22	0	1

Two entries from above, with bars between the fields:
SMILES | miR122 inh | Statin myotox sup | Cneo AK release | SIRT5 block | ARNT TACC3 PPI | ERp5 inh | esBAF inh
O=c1ccc2cc(S(=O)(=O)N3CCN(c4ccccc4)CC3)ccc2o1 | -8 | · | 0 | · | -3 | · | ·
O=C(c1cccc(Cl)c1)N1CCCC(c2ccc(Cl)cc2)=N1 | 10 | -48 | 2 | -2 | -40 | 0 | -2
